Source: PubChem BioAssay (The Scripps Research Institute Molecular Screening Center)
SRC3 TRFRET art: counter-screen for PPARgamma SRC-3 recruitment agonists: TR-FRET artefact; actives 0.39% (n = 99,000); PPARgamma/SRC-3 format; stronger effect = higher value; TR-FRET ratio at 8 µM; in the data active means TR-FRET ratio above about 2000; further: inactives centre near 1600; reference of the scale not given here
SRC1 TRFRET art: counter-screen for PPARgamma SRC-1 recruitment agonists: TR-FRET artefact | AID 1051 | TR-FRET detection artefact counter-screen, emission ratio; stronger effect = higher value | actives 0.34% (n = 99,000) | TR-FRET ratio at 8 µM; in the data active means TR-FRET ratio above about 2300; further: inactives centre near 1800; reference of the scale not given here
* marks the source's active call; other numbers are inactive results.

Structure	SRC3 TRFRET art	SRC1 TRFRET art
Cc1nc2ccc(NC(=O)c3cccc(S(=O)(=O)N(C)c4ccccc4)c3)cc2s1	1584	1986
CC(C)(C)C1CCC(=NNC(=O)C(=O)NC2CCCCC2)CC1 (stereo unspecified)	1488	1820
COc1ccc2c(c1)O[C@@H](c1cccc(C(F)(F)F)c1)[C@H](OC(=O)NCCc1ccc(OC)c(OC)c1)C2=O	1522	1687
O=c1nccc(NCc2ccco2)[nH]1	1637	1778
COc1ccc(-c2nn(-c3ccccc3)cc2/C=N/Nc2ccc(S(N)(=O)=O)cc2[N+](=O)[O-])cc1OC	1625	1826
CCOC(=O)N1CCN(C(=S)Nc2ccc(C)cc2C)CC1	1439	1961
Cc1c(CCCN)c2ccccc2n1Cc1ccccc1	1567	1675
O=C(CSc1nc2ncc(Br)cc2[nH]1)c1cccc([N+](=O)[O-])c1	1725	2087
C/C(=N\NC(=O)COc1ccccc1[N+](=O)[O-])c1cccs1	1479	1531
Cc1ccc(S(=O)(=O)N(CCCO)CC(O)CON=C2c3ccccc3-c3ccccc32)cc1 (stereo unspecified)	1475	1855
CC1=C(C)CC(C(=O)NNC(=O)c2csc3c2CCC(C(C)(C)C)C3)C(C(=O)O)C1 (stereo unspecified)	1867	2080
O=C(c1cc(Cl)ccc1Cl)N1CCOCC1	1608	1685
CC(=O)CCn1cnc([N+](=O)[O-])n1	1670	1851
Cc1ccc(N=C2NC(=O)/C(=C\c3ccco3)S2)cc1	1511	1739
CCC(C)C(=O)Nc1cc([N+](=O)[O-])ccc1Cl (stereo unspecified)	1504	1840
CCCCNC(=O)/C=C/c1ccc(S(=O)(=O)Nc2ccc(OC)cc2)cc1	1446	1886
Cc1ccc([N+](=O)[O-])c(OCCN2C(=O)NC(C)(C)C2=O)c1	1529	1936
Cc1n[nH]c(=S)n1-c1ccc(Cl)cc1	1570	1675
CCC(=NCCc1c(C)[nH]c2ccccc12)C1=C(O)CC(c2ccccc2)CC1=O (stereo unspecified)	1550	1522
COc1ccc(/C=N/OCC(=O)N2CCCC2)c(OC)c1	1647	1612
Cc1c(NC(=O)c2ccc(Cl)s2)c(=O)n(-c2ccccc2)n1C	1706	1776
N#CC1=C(N)NC(=S)C(C(N)=O)C1c1ccc(Cl)cc1Cl (stereo unspecified)	1408	1518
CCOC(=O)c1c(NC(=O)CSc2nnc3c(Cl)cc(Cl)cn23)sc2c1CCC2	1758	2131
OCCNCC(O)Cn1c2ccccc2c2ccccc21 (stereo unspecified)	1325	1734
CCCCN(C)CCNC(=O)C(NC(=O)C1CCC(C)CC1)C(C)C (stereo unspecified)	1643	1612
O=c1c2nccnc2[nH]c(=S)n1Cc1ccccc1Cl	1587	1962
Cc1nc2cc(C(F)(F)F)ccc2n1C	1456	1815
c1ccc2c(C3=NNC(=NC4CCCCC4)SC3)c[nH]c2c1	1754	1964
CCc1ccc(OCC(=O)NC(NC(=S)Nc2ccccc2OC)C(Cl)(Cl)Cl)cc1 (stereo unspecified)	1750	2118
COC(=O)c1c(NC(NC(C)=O)C(Cl)(Cl)Cl)sc2c1CCCC2 (stereo unspecified)	1734	2043
Cn1cc(CCNC(=O)CC2C(=O)NCCN2Cc2cccc(Oc3ccccc3)c2)cn1 (stereo unspecified)	1704	1789
COCCn1c(SCC(=O)Nc2ccc(C)cc2C)nc2c(oc3ccccc32)c1=O	1584	1940
O=C(CSc1ccc2nnc(CCNC(=O)c3ccccc3)n2n1)Nc1ccccc1	1693	1848
COc1ccc(C(=O)OCC(=O)NC(=O)NC2CCCC2)c(O)c1	1553	1809
CCCn1nnnc1NCc1ccc(Cl)cc1Cl	1410	1948
O=C(CN1C(=O)S/C(=C/c2cc(Br)cs2)C1=O)N1CCOCC1	1425	1807
CN(C)Cc1ccc(F)cc1Sc1ccc(Cl)cc1Cl	1775	1940
CCC(=O)Nc1ccc(OCc2nc3ccccc3s2)cc1	1471	1782
O=C(Cn1cc2c(n1)CCCC2)N1CCc2ccccc21	1548	1796
Cc1ccc(-c2csc(C3=C(O)CN(NC(=O)c4ccc([N+](=O)[O-])cc4)C3=N)n2)cc1	1701	1675

The final two records of the section above lead into the next:
Structure	SRC3 TRFRET art	SRC1 TRFRET art
O=C(Cn1cc2c(n1)CCCC2)N1CCc2ccccc21	1548	1796
Cc1ccc(-c2csc(C3=C(O)CN(NC(=O)c4ccc([N+](=O)[O-])cc4)C3=N)n2)cc1	1701	1675
O=C(O)CN(c1ccccc1)S(=O)(=O)c1cc(C(F)(F)F)cc(C(F)(F)F)c1	1765	2022
Cn1c(=O)c2c(nc(Sc3nc4ccccc4n3CC(=O)N3CCCCC3)n2C)n(C)c1=O	1499	2060
CCCCc1ccc(NC(=O)OC)cc1	1288	1846
CC1CN(CC(=O)Nc2cc(S(=O)(=O)N3CCCC3)ccc2Cl)CC(C)O1 (stereo unspecified)	1789	2155
COc1cccc(C(=O)Nc2ccc(S(=O)(=O)Nc3nccc(C)n3)cc2)c1	1410	1676
N#Cc1c(-c2ccccc2)nc(SCC(=O)Nc2ccccc2F)[nH]c1=O	1680	2145
COc1ccc(C2CC3(CC(C)(C)NC(=S)N3)Oc3cc(O)cc(C)c32)cc1 (stereo unspecified)	1605	1710
COc1ccccc1Cc1nc(-c2ccncc2)no1	1540	1890
COCCOC(=O)CSc1ncccc1-c1nc2cc(C)c(C)cc2[nH]1	1617	1732
CCOc1ccc(N/C=C/C(=O)c2ccccc2)c([N+](=O)[O-])c1	1581	1983
CCn1cc(C(=O)N2CCc3ccccc3C2)c(=O)c2cc(S(=O)(=O)N3CCCCC3)ccc21	2046	1978
COc1ccccc1N1CCN(C(=S)Nc2ccc3nc(N4CCOCC4)cc(C)c3c2)CC1	1746	1982
O=C(/C=C/Nc1ccc([N+](=O)[O-])cc1)c1ccc(Br)cc1	1582	1947
Cc1ccc(NC(=O)c2ccc(OCC3CCCO3)cc2)cc1 (stereo unspecified)	1519	1890
O=C(/C=C/c1ccco1)Nc1ccccc1C(=O)O	1684	2023
COc1ccc(S(=O)(=O)N2CCC(C(=O)NCc3cccs3)CC2)cc1	1518	1550
COc1cc(CNc2ccc(C)c(C)c2)cc(OC)c1OC	1666	1861
Cc1csc(SCC(=O)NC(C)c2ccccc2)n1 (stereo unspecified)	1602	1841
CCO[C@@H]1OC(C(=O)N2CCN(Cc3ccccc3)CC2)=C[C@H](c2ccc(Br)cc2)[C@H]1CCCO	1534	1656
NS(=O)(=O)c1ccc(N=Nc2c(=O)[nH]n3c(=O)c4c([nH]c23)CCCC4)cc1	1540	1926
C=CCNC(=S)Nc1sc2c(c1C#N)CCCC2	1541	1690
CC1=NN(Cc2c(C)nn(Cc3ccccc3)c2C)C(C)(C)C1	1565	1592
CCOC(=O)Cc1csc(NC(=O)CSc2nnc3ccccn23)n1	1553	1598
Cc1ccc(C)c(NC(=O)CSc2nc3c(oc4ccccc43)c(=O)n2-c2ccccc2)c1	1391	1638
O=C(CN1CCN(S(=O)(=O)c2ccc(Br)cc2)CC1)Nc1ccc2c(c1)OCCO2	1513	2038
COc1ccc(-n2c(=O)c3c(C)c(C)sc3n(Cc3cccc(F)c3)c2=O)c(OC)c1	1514	1769
CCC(Cc1ccccc1)NC(=O)Cn1ncc2ccsc2c1=O (stereo unspecified)	1558	1866
Cc1onc(-c2ccccc2Cl)c1C(=O)NC(=S)NCC(=O)c1ccccc1	1559	1754
COc1ccccc1CC(=O)NCC(c1ccco1)N1CCCCC1 (stereo unspecified)	1556	1767
O=C(Nc1ccc(F)c(Cl)c1)Nc1cnccn1	1543	1678
Cc1cccc(C)c1NC(=O)COC(=O)c1c2c(nc3ccccc13)/C(=C\c1ccc3c(c1)OCO3)CCC2	1565	1799
CC(Sc1nnnn1C1CCCCC1)C(=O)O (stereo unspecified)	1595	1867
CCCCCN1CC(O)=C(c2nc3ccccc3[nH]2)C1=N	1569	1683
CC(=O)Nc1ccc(C(=O)OCC(=O)/C(C#N)=C(\C)N)cc1	1619	1640
Cn1nc(-c2ccccc2)c2cc(C(=O)O)sc21	1741	1702
COc1ccccc1CNC(=S)NC1CCCC1	1554	1710
O=C(CSc1n[nH]c(-c2ccccc2F)n1)NCC(=O)Nc1ccc(F)c(F)c1F	1319	1505
COc1ccccc1NC(=O)Nc1cccc(C(=O)O)c1	1579	1896
Cc1ccc(-n2c(SCC(=O)N/N=C/c3c(C)nn(-c4ccccc4)c3C)nc3ccccc3c2=O)cc1	1499	1914
CCCn1ncc([C@@H]2C[C@H]3CN(Cc4cccc(Cl)c4)C(=O)[C@]34CCCN24)c1C	1671	1857
CCN(CC)S(=O)(=O)c1ccc(NC(=O)c2cc(C(=O)OC)cc([N+](=O)[O-])c2)cc1	1581	1740
CSc1nc(-c2ccc(Cl)cc2Cl)[nH]c(=O)c1C#N	1702	1824
Cc1ccccc1C(=O)Nc1ccnc(-c2ccncc2)n1	1606	1892
CC(C)(C)Cc1cc(N)on1	1532	1551
Cc1ccc[n+](CC(=O)c2ccc(-c3ccccc3)cc2)c1	1666	1674
CC(=O)c1cccc(NC(=O)CSC(=O)c2ccccc2)c1	1689	1845
Cc1nc(N2CCCCC2)c(C#N)c(C)c1[N+](=O)[O-]	1357	1713
CCCCNc1nc2ccccc2n1CC(=O)Nc1c(C)cccc1CC	1715	1906
Cc1ccc(NCCC#N)cc1C	1673	1856
Cc1[nH]c2ccccc2c1C(=O)CSc1nc2ccccc2c(=O)n1-c1ccccc1F	1420	1861
NC(=O)NC1CCCc2c1[nH]c1ccc(Cl)cc21 (stereo unspecified)	1709	1597
O=C(C[n+]1ccc(C(=O)NCc2ccccc2)cc1)c1ccc2c(c1)OCCO2	1576	1710
Cc1cccn2c(CN3CCNC(=O)CC3)c(C(=O)N(C)CCc3ccccc3)nc12	1624	1651
COc1ccc(N2CCN(CCNC(=O)c3ccc4c(c3)[nH]c(=S)n3c5ccccc5nc43)CC2)cc1	1417	1771
O=C(Cn1cnc([N+](=O)[O-])n1)NCCc1ccccc1	1595	1817
O=C(Cn1cnnn1)Nc1cccc([N+](=O)[O-])c1	1521	1710
COCCNC(=O)C(c1c[nH]c2ccccc12)N(C(=O)c1snc(C(N)=O)c1N)c1cccc(OC)c1 (stereo unspecified)	1747	1888
O=C(O)CCC(=O)Nc1cccc(-c2csc(-c3ccccc3)n2)c1	1706	1748
CC(CN1CCOCC1)OC(=O)Cc1ccc(Cl)cc1 (stereo unspecified)	1581	2061
Cc1cc(C(=O)N/N=C/c2sc(N3CCOCC3)nc2-c2ccccc2)c(C)o1	1665	2003

(cont.)
Structure	SRC3 TRFRET art	SRC1 TRFRET art
CC(C)C(=O)OC1CCS(=O)(=O)c2sccc21 (stereo unspecified)	1705	1717
COc1ccc(N(CC(=O)NCCSCc2ccco2)S(=O)(=O)c2ccc(C)cc2)cc1	1609	1584
CCc1ccc(C(=O)NC(C(=O)NCC2CCCO2)C(C)C)cc1 (stereo unspecified)	1550	1816
O=c1cc(CN2CCN(c3ccccc3F)CC2)c2cc(O)c(-c3ccccc3)cc2o1	1663	1720
Cc1cc(C)n(CCN(C)C(=O)CCc2nnc(-c3ccc4c(c3)OCO4)o2)n1	1725	1977
COCCNC(=O)C(=O)NNS(=O)(=O)c1ccc2ccccc2c1	1839	1821
CC(/C=N/NC(=O)c1cc(C(C)C)[nH]n1)=C\c1ccccc1	1828	1737
Brc1cccc(-c2nc(-c3ccncc3)no2)c1	1715	2066
COc1ccc(S(=O)(=O)N(CC(=O)N2CCN(c3ccccc3OC)CC2)c2ccccc2)cc1	1526	1968
O=C(COC(=O)c1cc([N+](=O)[O-])ccc1NCCO)c1ccccc1	1552	1732
O=C(c1cc2ccc([N+](=O)[O-])cc2oc1=O)N1CCOCC1	1616	1994
Cc1cc(=O)oc2cc(OCC(=O)OCC(=O)Nc3ccc(C(C)C)cc3)ccc12	1355	1666
O=C1Nc2ccccc2N(O)N1c1ccc(S(=O)(=O)N2CCOCC2)cc1	1731	1652
Cc1ccc(-c2cc(C(=O)N/N=C/c3c[nH]c4ccccc34)n[nH]2)o1	1665	1826
c1ccc2oc(-c3ccc(Nc4nc(N5CCCC5)nc(N5CCOCC5)n4)cc3)nc2c1	1400	1732
CCC(=O)c1ccc(OCC(=O)O)c(OC)c1	1436	1753
CSc1ccccc1C(=O)Nc1nc2ccccc2[nH]1	1586	1704
O=C(NNC(=O)c1cc(-c2cccnc2)nc2ccccc12)Nc1ccc(Cl)cc1	1679	1783
COC(=O)c1sccc1NC(=O)C1CCCCC1C(=O)O (stereo unspecified)	1502	1712
COC(=O)CNC(=O)C12CC3CC(C1)CC(c1ccc(C)cc1)(C3)C2	1539	1637
O=[N+]([O-])c1ncccc1Oc1nc(-c2cccnc2)nc2ccccc12	1635	1962

Quoted from the results shown, 4 compounds:
Structure	SRC3 TRFRET art	SRC1 TRFRET art
CC(C)C(=O)OC1CCS(=O)(=O)c2sccc21 (stereo unspecified)	1705	1717
COc1ccc(N(CC(=O)NCCSCc2ccco2)S(=O)(=O)c2ccc(C)cc2)cc1	1609	1584
CCc1ccc(C(=O)NC(C(=O)NCC2CCCO2)C(C)C)cc1 (stereo unspecified)	1550	1816
O=c1cc(CN2CCN(c3ccccc3F)CC2)c2cc(O)c(-c3ccccc3)cc2o1	1663	1720

Random draw from the library. About 0.65% of those tested had a hit in this group.
